# Screens: PubChem, NMMLSC
# VLA-4 antagonist – inhibition of LDV-FITC ligand binding to human VLA-4 integrin | P13612 | Jurkat cells, LDV-FITC binding with Mn2+, flow cytometry; 100% = Mn2+-driven binding gain fully reversed | inhibition, % at 10 µM (by protocol) | actives 0.2% (n = 24,000) | AID 529;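 active = inhibition above 50%; inconclusive = compound itself fluorescent, judged against control cell fluorescence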;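 also: 0% = Mn2+ stimulated cells lacking compound and 100% = ligand binding without Mn2+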
# Target sequence (P13612 whole entry, looked up): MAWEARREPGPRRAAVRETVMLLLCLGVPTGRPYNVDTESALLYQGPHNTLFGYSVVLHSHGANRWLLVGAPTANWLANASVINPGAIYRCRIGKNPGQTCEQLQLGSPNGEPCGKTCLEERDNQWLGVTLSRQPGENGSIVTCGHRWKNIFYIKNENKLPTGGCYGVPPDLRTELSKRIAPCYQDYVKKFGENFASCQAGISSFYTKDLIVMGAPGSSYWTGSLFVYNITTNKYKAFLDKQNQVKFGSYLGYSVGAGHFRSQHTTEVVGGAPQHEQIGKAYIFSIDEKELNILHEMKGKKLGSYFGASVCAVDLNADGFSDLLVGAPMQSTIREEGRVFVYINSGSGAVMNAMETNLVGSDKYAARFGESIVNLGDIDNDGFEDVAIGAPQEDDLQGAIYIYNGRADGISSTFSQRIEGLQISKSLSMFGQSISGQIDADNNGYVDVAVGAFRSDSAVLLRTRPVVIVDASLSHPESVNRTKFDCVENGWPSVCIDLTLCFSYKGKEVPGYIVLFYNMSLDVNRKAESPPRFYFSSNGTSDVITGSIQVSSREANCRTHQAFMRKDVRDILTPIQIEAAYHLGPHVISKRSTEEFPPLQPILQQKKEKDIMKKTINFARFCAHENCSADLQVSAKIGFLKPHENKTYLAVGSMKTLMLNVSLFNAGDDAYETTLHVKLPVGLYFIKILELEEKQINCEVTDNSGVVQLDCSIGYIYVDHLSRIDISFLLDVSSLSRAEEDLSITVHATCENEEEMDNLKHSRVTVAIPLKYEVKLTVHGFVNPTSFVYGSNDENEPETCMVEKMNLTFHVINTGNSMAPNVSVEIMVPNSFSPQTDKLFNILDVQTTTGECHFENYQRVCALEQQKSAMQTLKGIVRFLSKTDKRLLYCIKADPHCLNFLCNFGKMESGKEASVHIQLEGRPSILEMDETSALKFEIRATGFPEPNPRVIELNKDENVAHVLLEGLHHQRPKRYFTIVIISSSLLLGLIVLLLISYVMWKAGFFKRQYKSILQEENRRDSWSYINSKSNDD
# Prostate diff – LNCaP prostate cell differentiation activation; AID 795; flow cytometry side scatter, 4 d; side scatter shift, % at 10 µM; actives 0.56% (n = 24,000);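 active = side scatter shift above 30%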;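 also: androgen-responsive LNCaP prostate cancer cells in charcoal-stripped serum medium; percent of cells past a gate set so DMSO wells show 10% shift; higher shift means more granular cells and more differentiation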
# Jurkat autofluor – compound fluoresces in Jurkat cells, VLA-4 screen interference | compound autofluorescence, flow cytometry; stronger effect = higher value; 1 = vehicle-only cell background | actives 0.61% (n = 24,000) | AID 576 | fluorescence ratio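 (tested at 10 µM compound in the well)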;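 active = fluorescence ratio above 2.44, which is 1 plus 3 SD of all ratios; inconclusive = signal too bright to measure linearly, ratio around 10 or more; inactive = fluorescence ratio below 2.44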;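 also: green fluorescence of cells measured with 488 nm excitation and 530 nm emission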
# VLA-4 allo ag – allosterically activates the human VLA-4 integrin | 24,000 tested, under 10 active | Jurkat cells, LDV-FITC binding, flow cytometry | activation, % at 10 µM (by protocol) | P13612;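 active = fluorescent ligand binding to cells raised by more than 40% of the manganese-induced maximum; inconclusive = compound's own fluorescence above 85% of the ligand control signal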;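 also: 0% = ligand binding without compound and 100% = manganese-stimulated maximal binding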
# Starred values were filed as active, the others as inactive; ? = inconclusive.
# A first look:
[1] COc1ccc(OC)c(N(CC(=O)Nc2cccnc2)S(=O)(=O)c2ccc(OC)c(OC)c2)c1
[2] O=C(NCCCN1CCOCC1)c1cc2c(=O)[nH]c3ccccc3c2s1
[3] O=C(c1noc2c1CCCC2)N1CCN(Cc2ccccc2)CC1

screen / no. | 1 | 2 | 3
VLA-4 antagonist | 8 | ? | 6
Prostate diff | 11 | 1 | 10
Jurkat autofluor | 0.97 | 1.3 | 1.1
VLA-4 allo ag | -1 | ? | 1

# Main list, from the start:
[1] COc1ccc(OC)c(N(CC(=O)Nc2cccnc2)S(=O)(=O)c2ccc(OC)c(OC)c2)c1
[2] O=C(NCCCN1CCOCC1)c1cc2c(=O)[nH]c3ccccc3c2s1
[3] O=C(c1noc2c1CCCC2)N1CCN(Cc2ccccc2)CC1
[4] Nc1nnc(SCC(=O)N2CCc3ccccc32)n1-c1ccccc1
[5] Nn1c(SCc2csc(-c3ccccc3)n2)nnc1-c1cccs1
[6] C=CCNc1oc(-c2cccc3ccccc23)nc1C#N
[7] O=C1CN(C(=O)c2ccco2)C(c2ccc(F)cc2)c2cc(Cl)ccc2N1 (stereo not drawn)
[8] CCCN1Cc2cccc(C(=O)NC3CCCC3)c2C1=O

screen / no. | 1 | 2 | 3 | 4 | 5 | 6 | 7 | 8
VLA-4 antagonist | 8 | ? | 6 | -8 | -7 | -7 | 16 | 0
Prostate diff | 11 | 1 | 10 | 3 | 10 | 6 | 10 | 9
Jurkat autofluor | 0.97 | 1.3 | 1.1 | 0.93 | 0.94 | 1 | 1 | 1
VLA-4 allo ag | -1 | ? | 1 | 3 | 5 | 4 | 1 | -2

[9] O=C(CN1C(=O)CCS(=O)(=O)c2ccccc21)NCc1ccc2c(c1)OCO2
[10] C/C(=N\O)C(=O)NCC1CCNCC1
[11] CCCS(=O)(=O)N1CCCC(C(=O)NC2CCCCC2)C1 (stereo not drawn)
[12] Cc1ccc(C)c(N2CCN(C(=O)C3CCN(S(=O)(=O)c4cccc5nsnc45)CC3)CC2)c1
[13] Oc1ccc2cccnc2c1
[14] COc1ccccc1NCN1C(=O)CCC1=O
[15] COCCn1c(=S)[nH]c2cc(C(=O)NCCCN3CCOCC3)ccc2c1=O
[16] Fc1ccc(CNc2nc(-c3ccco3)cc(C(F)(F)F)n2)cc1

screen / no. | 9 | 10 | 11 | 12 | 13 | 14 | 15 | 16
VLA-4 antagonist | -3 | -20 | 0 | 12 | -12 | 2 | 0 | ?
Prostate diff | 19 | 17 | 10 | 12 | 5 | 1 | 4 | 3
Jurkat autofluor | 1.1 | 1.1 | 1.1 | 1.2 | 1.1 | 1 | 1.1 | 2.1
VLA-4 allo ag | -1 | -5 | -2 | 0 | -6 | -3 | 0 | ?

[17] CCOC(=O)c1cc(-c2ccc(F)cc2)n(CC(=O)Nc2nccs2)c1C
[18] CCOC(=O)N1CCC(Nc2c(Nc3ccc(C)c(C)c3)c(=O)c2=O)CC1
[19] CC(NC(=O)c1cc2ccccc2o1)C(=O)O (stereo not drawn)
[20] COC(=O)CCC(=O)CN
[21] Cc1ccc(-c2cn3cccnc3n2)cc1NC(=O)c1ccc(Br)o1
[22] COc1ccc(C2c3c(n[nH]c3C)CC(C)(O)C2C(C)=O)cc1OC (stereo not drawn)
[23] CCOC(=O)N1CCC(NC(=O)CN2C(=O)C(CC)Oc3ccc(C)cc32)CC1 (stereo not drawn)
[24] Cc1ccc(OCc2nnc(SCC(=O)Nc3ccc4c(c3)OCO4)n2C)cc1

screen / no. | 17 | 18 | 19 | 20 | 21 | 22 | 23 | 24
VLA-4 antagonist | 10 | ? | 22 | -16 | 7 | -8 | -8 | -22
Prostate diff | 1 | 2 | 10 | 4 | 10 | 8 | 11 | 8
Jurkat autofluor | 1.1 | 1.5 | 1.1 | 1 | 1.1 | 1 | 1 | 1
VLA-4 allo ag | -6 | ? | 1 | 6 | 0 | -4 | 3 | 6

[25] CCOCCCN1C(=O)CN(C2CCCCC2)C(=O)C1c1ccc(OCC)c(OC)c1 (stereo not drawn)
[26] O=C(CSc1nnc(Cc2cc(=O)[nH]c(=O)[nH]2)n1-c1ccccc1)N1CCCCC1
[27] Cc1nc2ccccc2c2oc(C(=O)NCC3COc4ccccc4O3)cc12 (stereo not drawn)
[28] C=CCOc1ccccc1/C=c1\sc2nc(=O)c(C)nn2c1=O
[29] Cc1nnc(SCC(=O)N2CCN(S(=O)(=O)c3ccccc3)CC2)[nH]c1=O
[30] Cc1ccc(-c2nc(CSCC(=O)NCCCN3CCOCC3)c(C)o2)cc1
[31] c1ccc(-c2nnc3sc(CN4CCC5(CC4)OCCO5)cn23)cc1
[32] O=C(NCc1ccco1)c1csc(Nc2ccccc2Cl)n1

screen / no. | 25 | 26 | 27 | 28 | 29 | 30 | 31 | 32
VLA-4 antagonist | 7 | 5 | 39 | -24 | -14 | -4 | -3 | ?
Prostate diff | 10 | 9 | 7 | 6 | 9 | 11 | 4 | 6
Jurkat autofluor | 1.1 | 1 | 1.1 | 1.1 | 1 | 1.1 | 0.79 | 1.2
VLA-4 allo ag | 2 | -1 | -5 | 10 | 6 | 1 | -7 | ?

# Six records drawn at random from the list so far, as already listed:
[30] Cc1ccc(-c2nc(CSCC(=O)NCCCN3CCOCC3)c(C)o2)cc1
[25] CCOCCCN1C(=O)CN(C2CCCCC2)C(=O)C1c1ccc(OCC)c(OC)c1 (stereo not drawn)
[26] O=C(CSc1nnc(Cc2cc(=O)[nH]c(=O)[nH]2)n1-c1ccccc1)N1CCCCC1
[27] Cc1nc2ccccc2c2oc(C(=O)NCC3COc4ccccc4O3)cc12 (stereo not drawn)
[28] C=CCOc1ccccc1/C=c1\sc2nc(=O)c(C)nn2c1=O
[32] O=C(NCc1ccco1)c1csc(Nc2ccccc2Cl)n1

screen / no. | 30 | 25 | 26 | 27 | 28 | 32
VLA-4 antagonist | -4 | 7 | 5 | 39 | -24 | ?
Prostate diff | 11 | 10 | 9 | 7 | 6 | 6
Jurkat autofluor | 1.1 | 1.1 | 1 | 1.1 | 1.1 | 1.2
VLA-4 allo ag | 1 | 2 | -1 | -5 | 10 | ?

# Remaining list, next part:
[33] CCOC(=O)c1[nH]c2ccccc2c1NC(=O)c1ccc(Br)o1
[34] CCOc1ccc(NS(=O)(=O)c2ccc3[nH]cc(C(=O)N(CC)CC)c(=O)c3c2)cc1
[35] CN(C)/C=C(\C#N)c1nc2ccccc2[nH]1
[36] COc1ccc(-n2nnc3c(SCC(=O)OCc4ccccc4)ncnc32)cc1
[37] COc1cccc2c(=O)cc(C)n(CC(=O)Nc3ccc(C)c(C)c3)c12
[38] CC(=O)Nc1ccc2c(c1)nc(CCNC(=O)c1ccccc1)n2C
[39] COc1cccc(/C=N/n2c(C)nc3ccccc32)c1OC
[40] COc1ccc(OC)c(NC(=O)c2nnn(Cc3ccccc3C)c2N)c1

screen / no. | 33 | 34 | 35 | 36 | 37 | 38 | 39 | 40
VLA-4 antagonist | 29 | -32 | 14 | ? | -2 | -6 | 18 | 33
Prostate diff | 13 | 9 | 15 | 17 | 15 | 9 | 18 | 7
Jurkat autofluor | 1.1 | 1.1 | 1.4 | 1.3 | 1 | 1 | 1.1 | 1.1
VLA-4 allo ag | -8 | 3 | 1 | ? | -1 | 4 | -17 | -10

[41] CC(=O)c1c(C)[nH]c(C(=O)Nc2ccc3c(c2)OCCO3)c1C
[42] O=C(COC(=O)c1ccccc1Oc1ccccc1)NC1CCS(=O)(=O)C1 (stereo not drawn)
[43] Cc1cc(C)cc(N(C(=O)C2CCCC2)C2C=CS(=O)(=O)C2)c1 (stereo not drawn)
[44] COC(=O)C1Sc2[nH]c(=O)sc2C2c3ccccc3OC(=O)C12 (stereo not drawn)
[45] CCc1cccc(NC(=O)Cn2cccc2)c1
[46] CCOC(=O)Cn1c(=O)oc2cc(S(=O)(=O)N3CCN(c4ccccn4)CC3)ccc21
[47] Cn1c(SCc2cccc3ccccc23)nnc1-c1ccco1
[48] Cc1ccc(S(=O)(=O)N(C)c2ccc(OCC(=O)OCc3c(C)noc3C)cc2)cc1

screen / no. | 41 | 42 | 43 | 44 | 45 | 46 | 47 | 48
VLA-4 antagonist | -2 | -2 | -1 | ? | -18 | 5 | -11 | -13
Prostate diff | 6 | 1 | 11 | 8 | 2 | 4 | 6 | 5
Jurkat autofluor | 1 | 1.1 | 0.95 | 1.3 | 1 | 1.1 | 1.1 | 1.2
VLA-4 allo ag | 2 | 4 | 9 | ? | 1 | -1 | -2 | -4

[49] N#Cc1c(N)n(CCNC(=O)c2cccs2)c2nc3ccccc3nc12
[50] CCOc1cc2[nH]c(=O)n(CCC(=O)NCCc3ccccc3)c(=O)c2cc1OCC
[51] CCOc1nc(-c2ccccc2O)nc2ccccc12
[52] Cc1ccc(-n2nc3c(c2NC(=O)c2cccs2)CSC3)cc1

screen / no. | 49 | 50 | 51 | 52
VLA-4 antagonist | ? | -3 | 3 | -32
Prostate diff | 2 | 6 | 19 | 12
Jurkat autofluor | 5.3* | 1 | 1 | 1
VLA-4 allo ag | ? | 1 | -2 | 6

# Entries above shown as hits in Jurkat autofluor.
[49] N#Cc1c(N)n(CCNC(=O)c2cccs2)c2nc3ccccc3nc12

screen / no. | 49
VLA-4 antagonist | ?
Prostate diff | 2
Jurkat autofluor | 5.3*
VLA-4 allo ag | ?

# The list is partial (hit frequency here may not be typical).
